# Screening results: PubChem, several laboratories
# MazF activator – MazEF (E. coli) toxin RNase activation. 0.32% of 350,000 active. activation, % at 20 µM. FAM/BHQ RNA-DNA oligo cleavage fluorescence, 5 h. P0AE70; in the data active = activation above about 50%
# Target sequence (P0AE70 whole entry, looked up): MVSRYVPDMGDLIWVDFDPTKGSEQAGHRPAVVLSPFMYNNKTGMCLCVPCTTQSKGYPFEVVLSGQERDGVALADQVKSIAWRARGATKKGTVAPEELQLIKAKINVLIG
# Rv3671c inh – inhibits the M. tuberculosis serine protease Rv3671c; P9WHR9; inhibition, % at 5.96 µM; 0.048% of 320,000 active; AID 2606; in the data active = inhibition above about 38%;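 note: extracellular domain of Rv3671c used as enzyme; 0% = enzyme with DMSO and 100% = no enzyme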
# DUSP3 inh – inhibitors of human VHR1 phosphatase (DUSP3) | 0.52% of 290,000 active | inhibition, % at 13.3 µM | recombinant VHR phosphatase, pNPP absorbance; in the data active = inhibition above about 50%; note: some compounds called inactive have numbers as strong as hits
# Target sequence (P51452 whole entry, looked up): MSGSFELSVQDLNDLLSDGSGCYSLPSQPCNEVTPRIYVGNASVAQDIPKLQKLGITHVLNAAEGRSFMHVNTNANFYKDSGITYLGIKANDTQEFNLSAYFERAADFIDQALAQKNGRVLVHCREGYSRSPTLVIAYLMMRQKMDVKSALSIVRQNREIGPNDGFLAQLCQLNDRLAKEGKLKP
# BoNT-F LC inh – blocks Botulinum neurotoxin F light chain protease | Multiplex microsphere protease cleavage assay, flow cytometry | inhibition, % at 10 µM | 0.22% of 360,000 active; in the data active = inhibition above about 35%, passing the limit was not always enough; inconclusive = no clear call, values can overlap the other calls; note: plate controls were buffer without enzyme for full effect and enzyme alone for no effect
# FadD28 binding – inhibitors of Mycobacterium tuberculosis FadD28 bisubstrate binding. FadD28 bisubstrate probe binding, fluorescence polarization. inhibition, % at 12.5 µM. 0.22% of 360,000 active. AID 588549; in the data active = inhibition above about 8.5%, passing the limit was not always enough; inconclusive = no clear call, values can overlap the other calls
# CCHFV vOTU inh – blocks the CCHF virus ovarian tumor domain protease. CCHFV vOTU protease, Pep-AMC fluorescence. inhibition, % at 11.5 µM. 0.55% of 370,000 active; note: 0% = vehicle wells with enzyme and 100% = no enzyme wells
# Mtb UGM inh – blocks M. tuberculosis UGM enzyme | inhibition, % at 10 µM | AID 504406 | 0.06% of 320,000 active | P9WIQ1 | purified UGM, fluorescence polarization probe displacement; in the data active = inhibition above about 10%, passing the limit was not always enough; inconclusive = no clear call, values can overlap the other calls
# GDH-TPI inh – GDH-TPI coupled enzyme inhibition counter-screen. 1.2% of 360,000 active. GDH-TPI coupled enzyme counterscreen, NADH absorbance. inhibition, % at 4.8 µM;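 note: 0% = DMSO wells and 100% = wells lacking the enzyme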
# Mtb FBA inh – inhibitors of M. tuberculosis fructose-bisphosphate aldolase; P9WQA3; purified M. tuberculosis FBA, fluorescence read-out; inhibition, % at 1 µM; 2.3% of 360,000 active; in the data active = inhibition above about 27%;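 note: 0% = vehicle and 100% = reference inhibitor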
# Target sequence (P9WQA3 whole entry, looked up): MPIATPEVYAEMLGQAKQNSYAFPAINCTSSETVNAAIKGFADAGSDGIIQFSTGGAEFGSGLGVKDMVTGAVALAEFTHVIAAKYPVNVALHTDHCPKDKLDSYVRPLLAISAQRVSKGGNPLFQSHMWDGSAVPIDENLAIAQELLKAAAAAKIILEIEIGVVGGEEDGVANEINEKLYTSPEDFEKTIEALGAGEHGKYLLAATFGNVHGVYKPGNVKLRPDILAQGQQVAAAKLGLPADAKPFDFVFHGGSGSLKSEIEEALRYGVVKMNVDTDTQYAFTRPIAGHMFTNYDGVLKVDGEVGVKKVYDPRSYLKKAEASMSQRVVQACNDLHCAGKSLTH
# BioA inh – blocks M. tuberculosis BioA enzyme activity; purified M. tuberculosis BioA enzyme, plate reader; 0.096% of 360,000 active; inhibition, % at 9.99 µM; in the data active = inhibition above about 40%; inconclusive = no clear call, values can overlap the other calls
# Numbers without * were called inactive; ? = inconclusive; · = not tested or not shown. Cut-off read from the data, not from the text of the source, unless noted: active = inhibition above about 30%; inactive = the rest.
SMILES,MazF activator,Rv3671c inh,DUSP3 inh,BoNT-F LC inh,FadD28 binding,CCHFV vOTU inh,Mtb UGM inh,GDH-TPI inh,Mtb FBA inh,BioA inh
COc1cc(OC)c(C(=O)NC2CCCc3ccccc32)cc1OC (centres undefined),17,0,2,-6,-0.4,15,2.7,1,7,2.4
CCOc1ccccc1C(=O)NCC(=O)NCCCSc1ccccc1,0,3,6,-3,-2.8,-11,-0.6,-3,-2,0.4
COc1ccccc1CNCC(=O)Nc1ccc(N(C)C)cc1,18,6,·,-5,-1.1,0,0.6,-4,-1,-1.0
COC(C/C=C/C(=O)[C@@H](C)OCc1ccccc1)OC,-1,-4,·,-5,-1.2,5,0.7,9,-3,0.3
Cc1ccc(NS(=O)(=O)c2ccc(CCC(=O)NC3CC3)cc2)cc1,1,-4,5,2,-1.2,-4,-2.8,4,2,0.4
O=C(NC1CCCCC1)c1ccc(CS(=O)(=O)Cc2ccccc2F)o1,2,1,-5,4,-2.0,3,5.2,0,4,5.9
COc1ccc(Nc2nccc(-c3ccc(C#N)cc3)n2)cc1,16,-5,83,?,-1.6,-1,0.2,6,0,2.1
CC(=O)/C(CN1CCCCC1)=N\O,3,0,21,-5,0.2,-5,1.0,-12,-1,-0.8
O=C(Nc1ccc(Cl)cc1)C1CCCN(c2ncnc3c2nc2n3CCCCC2)C1 (centres undefined),8,-1,-37,3,-2.8,7,-0.2,2,-1,16
COC(=O)c1ccc(NC(=O)Nc2ccc3c(c2)nc(C)n3C)cc1,2,6,11,1,0.4,-1,1.3,0,3,-3.7
CC(Sc1nc(-c2ccccc2)cc(=O)[nH]1)C(=O)O (centres undefined),-1,0,29,-8,-1.2,-10,1.0,4,3,·
CC(C)(C)OC(=O)NCCCCCNC(=O)c1[nH]cnc1C(=O)N[C@@H](Cc1ccccc1)C(=O)OCc1ccccc1,4,-31,18,1,-4.2,17,-2.8,-6,-3,0.0
CCOC(=O)Cc1csc(NC(=O)/C=C/c2cccc(Br)c2)n1,-6,-12,12,-12,-3.6,20,-1.7,11,-3,0.9
CCCN1CCN(C(=O)CCCn2c(C)c3cnn(-c4ccccc4)c(=O)c3c2C)CC1,7,-3,42,-1,-0.7,-12,-2.8,-2,0,0.8
CCCN(CCC)S(=O)(=O)c1ccc(NC(=O)C2CCCO2)cc1 (centres undefined),3,7,0,4,0.2,3,-0.9,3,1,-0.5
CC(C)n1nc(C(=O)NCc2ccc3c(c2)OCO3)c2ccccc2c1=O,-3,1,18,-4,-1.1,-10,-0.2,-5,2,·
Cc1ccccc1NC(=O)c1cc(S(=O)(=O)N2CCCCC2)ccc1N1CCOCC1,-2,·,·,-3,-1.1,8,·,-2,-4,1.0
CCc1cc(-c2cnnn2CCc2c[nH]c3ccccc23)ccc1-c1cn(CC(C)C)nn1,2,·,·,1,-2.9,9,·,-7,-3,0.5
CCC1(CC)NC(=O)N(Cc2nc3ccccc3s2)C1=O,-6,2,5,-4,-2.4,21,3.5,2,-3,·
O=C(CS(=O)(=O)c1ccccc1)N(CCCN1CCOCC1)c1nc2c(F)cccc2s1,5,-11,·,-6,-0.1,1,1.1,-3,0,-0.1
CC(=O)NCCc1cc2ccc(C)cc2[nH]c1=O,12,-4,20,-3,-1.5,-1,-0.2,8,9,·
O=C(NCCn1cccn1)C1CCC(=O)N(CCc2ccc(Cl)cc2)C1 (centres undefined),8,-4,11,11,1.4,3,0.7,5,0,-8.4
O=C(CN1C(=O)NC2(CCCC2)C1=O)OCCOc1cccc(Br)c1,-2,-2,·,7,-0.3,11,2.9,6,1,·
O=C(Cc1cccs1)Nc1ccc(F)c(F)c1,3,-1,9,17,-3.2,-15,-2.6,7,-1,-0.6
CCn1nc(NC(=O)CC(C)C)c2cc3ccc(C)cc3nc21,8,10,-3,0,-1.0,-14,3.6,7,9,-3.9

# An excerpt from above in order of molar mass, ascending:
SMILES,MazF activator,Rv3671c inh,DUSP3 inh,BoNT-F LC inh,FadD28 binding,CCHFV vOTU inh,Mtb UGM inh,GDH-TPI inh,Mtb FBA inh,BioA inh
CC(=O)/C(CN1CCCCC1)=N\O,3,0,21,-5,0.2,-5,1.0,-12,-1,-0.8
CCC1(CC)NC(=O)N(Cc2nc3ccccc3s2)C1=O,-6,2,5,-4,-2.4,21,3.5,2,-3,·
CC(C)n1nc(C(=O)NCc2ccc3c(c2)OCO3)c2ccccc2c1=O,-3,1,18,-4,-1.1,-10,-0.2,-5,2,·
O=C(Nc1ccc(Cl)cc1)C1CCCN(c2ncnc3c2nc2n3CCCCC2)C1 (centres undefined),8,-1,-37,3,-2.8,7,-0.2,2,-1,16

# Continued.
SMILES,MazF activator,Rv3671c inh,DUSP3 inh,BoNT-F LC inh,FadD28 binding,CCHFV vOTU inh,Mtb UGM inh,GDH-TPI inh,Mtb FBA inh,BioA inh
CN1CCN(c2ccc(CNC(=O)c3ccco3)cc2)CC1,-4,9,27,?,-4.0,4,-1.2,-7,-3,·
CCOc1ccc(/C=N\NC(=O)c2c(C)nc3cc(C)ccn23)cc1,4,7,0,?,0.4,12,0.6,22,-3,2.8
CCCc1nc2c(=O)n(C)c(=O)nc-2n(C)n1,3,·,·,-4,1.7,113*,·,13,-4,0.0
CCN(C(=O)CSc1nnc(-c2ccccc2C)n1C)c1c(N)n(Cc2ccccc2)c(=O)[nH]c1=O,7,·,·,-4,-0.4,0,·,3,1,-1.4
CN1CCC(=NNC(=O)CN(c2cccc(Cl)c2)S(C)(=O)=O)CC1,-7,3,-3,0,0.5,-13,2.8,4,5,·
COc1cc(C(=O)NC2CCCc3ccccc32)cc(OC)c1OC (centres undefined),8,2,10,-6,-0.5,8,-3.5,-5,-1,0.2
C=Cn1cc[n+](CC(=O)c2ccc(Br)cc2)c1,-2,-10,29,4,-5.2,-11,-0.5,-29,-4,0.1
N#C/C(=C\Nc1ccc(F)c(Cl)c1)S(=O)(=O)c1ccccn1,-9,-3,14,-2,-2.6,7,-0.6,-1,0,2.7
Cc1cn(C2CC(O)C(CO)O2)c(=O)n(CCCc2ccccc2)c1=O (centres undefined),1,·,·,-2,-3.5,-9,·,-8,1,·
O=C(Cn1c(=O)c2c(ncn2Cc2ccccc2)n(Cc2ccccc2)c1=O)N1CCCC1,3,3,14,12,-1.9,1,0.8,11,2,4.9
CCC(CC)C(=O)c1c[nH]c(C(=O)OC)c1,10,-4,17,-5,-5.0,9,-1.6,-5,-1,1.1
Cc1ccc2c(C)c(C(=O)NCC3CCOCC3)oc2c1C,9,·,·,-4,-2.0,3,·,-6,1,-0.6
Cc1ccccc1C(=O)NC1CCN(Cc2nnnn2Cc2ccccc2)CC1,0,5,5,3,-3.0,9,-2.6,-1,0,4.7
O=C(NCC(c1cccnc1)N1CCN(c2ccc(F)cc2)CC1)C1CCCCC1 (centres undefined),6,-6,32,4,-2.3,-8,-0.5,3,-1,-0.3
Cc1ccc(-n2c(Cc3cccs3)nnc2SCC(N)=O)cc1,1,5,11,0,1.1,-17,0.5,18,1,·
Cc1ccc(NC(=O)CN(C)C(=O)c2cc(-c3cccs3)nn2-c2ccccc2)cc1,-38,-15,·,-4,-2.3,5,-0.7,-1,2,0.1
COc1cc(C(=O)NCCNC(=O)c2ccc(C)nc2)cc(OC)c1OC,5,-3,-7,-9,-2.6,10,-0.4,6,4,1.7
Cc1cc(C(C)(C)C)cc(C)c1C(=O)O,5,-3,9,?,-2.6,14,0.4,2,-2,·
COCCNC(=O)C(=O)NCC1OCCN1S(=O)(=O)c1cc(F)ccc1F (centres undefined),-2,-8,18,-6,-2.7,7,-1.4,-7,-3,-0.2
O=C(CCNC(=O)c1ccco1)Nc1ccc(OC(F)F)c(Cl)c1,1,1,2,16,-3.6,-6,0.2,12,1,-1.1
CCC(=O)Nc1cc(-c2nn(C)c(=O)c3ccccc23)ccc1N1CCOCC1,8,1,37,5,-1.5,-1,-3.3,4,-3,·
COc1ccc(NC(=O)c2cc(C3CCCCN3C(=O)CCCc3ccccc3)on2)c(C)c1 (centres undefined),·,·,·,-7,-1.5,4,·,9,-1,-2.2
CC(=O)c1cccc(NC(=O)c2cc(=O)c3ccccc3o2)c1,16,-2,0,24,-2.5,-13,0.6,11,-3,-1.5
Cc1ccccc1-n1cc(CNC(=O)C2CCC(=O)N(C3CC3)C2)cn1 (centres undefined),0,4,14,·,0.8,-4,-5.6,6,0,0.1

# Part of the list above, reduced to CCHFV vOTU inh:
SMILES | CCHFV vOTU inh
O=C(Cn1c(=O)c2c(ncn2Cc2ccccc2)n(Cc2ccccc2)c1=O)N1CCCC1 | 1
CCC(CC)C(=O)c1c[nH]c(C(=O)OC)c1 | 9
